# Tb PFK block – blocks T. brucei phosphofructokinase; AID 485367; Potency, µM (series often up to 57.5 µM), for inactives: at the top dose activity, negative = inhibition, hits mostly inhibitors; 0.17% of 330,000 active; T. brucei PFK, ADP-Glo luminescence; O15648;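 also: potency is read from the fitted curve at half-maximal effect; 0% = uninhibited 1x PFK enzyme wells and -100% = no-enzyme wells; nearly all actives have a fitted effect of over 60% in size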
# Target sequence (O15648 whole entry, looked up): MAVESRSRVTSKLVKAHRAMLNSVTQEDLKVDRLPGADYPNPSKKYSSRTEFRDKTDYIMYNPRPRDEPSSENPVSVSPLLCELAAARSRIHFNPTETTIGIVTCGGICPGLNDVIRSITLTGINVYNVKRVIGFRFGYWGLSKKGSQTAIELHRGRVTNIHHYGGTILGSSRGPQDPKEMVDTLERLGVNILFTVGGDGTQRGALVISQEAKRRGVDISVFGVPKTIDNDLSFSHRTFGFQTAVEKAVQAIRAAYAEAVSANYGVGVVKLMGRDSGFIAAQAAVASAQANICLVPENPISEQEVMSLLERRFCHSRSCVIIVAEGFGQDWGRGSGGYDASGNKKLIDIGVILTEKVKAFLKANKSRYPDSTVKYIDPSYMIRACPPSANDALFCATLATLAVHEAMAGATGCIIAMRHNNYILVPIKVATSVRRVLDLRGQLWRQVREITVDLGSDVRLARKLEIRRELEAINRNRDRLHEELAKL
#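 In TEA buffer at pH 8.0 with 5 mM MgCl2, enzyme (1.25 nM) converted F6P (0.5 mM) and ATP (0.1 mM) for 45 min at room temperature. ADP product was read by luciferase luminescence.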
# NPC1 promoter act – NPC1 promoter activation | Huh7 NPC1 promoter luciferase reporter, 24 h | Potency, µM (titrated, usually from 9.22 µM), for the others: top-dose activation, most hits filed as activators | 2.4% of 320,000 active;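 also: potency is read from the fitted curve at half-maximal effect; % of control where 0% means no effect; nearly all actives have a fitted effect of over 60% in size; reporter is driven by a mutant NPC1 promoter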
#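 Compounds in DMSO were transferred onto Huh7 NPC1-luciferase reporter cells pre-incubated 2 h; after 24 h at 37 °C, Amplite reagent was dispensed and luminescence recorded 10 min later.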
# RORg inh – blocks mouse ROR gamma transcriptional activity; P51450; Drosophila S2 Gal4-RORgamma UAS-luciferase reporter, 20 h; Potency, µM (doses to about 53.6 µM), for inactives: at the top dose activity change, negative = inhibition, hits mostly inhibitors; 5.4% of 310,000 active; AID 2551; also: potency is read from the fitted curve at half-maximal effect; % is scaled to controls: 0 for no effect and ±100 for the full control effect; nearly all actives have a fitted effect of over 60% in size
#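 Schneider cells (Drosophila), stable Gal4 DBD–ROR gamma + UAS-luc; 1 hr cmpd preincubation; Cu2+ induction 700 uM final; 20 hr ambient; luminescence.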
# TRPV1 ag – activates the human vanilloid receptor TRPV1; Q8NER1; TRPV1-expressing cells, Fluo-8 calcium influx, agonist mode; activation, % at 8.33 µM; 0.19% of 320,000 active; AID 540275; in the data active = activation above about 80%; inconclusive = between about 30% and that limit; also: 0% is about no effect
#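 Cells expressing TRPV1 were dye-loaded with Fluo-8 and read kinetically: 10 s baseline, 3 min after compound (agonist portion), then 2 min after EC20 capsaicin (allosteric enhancer portion). Calcium-bound dye fluorescence at 480/520 nm.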
# Rab9 promoter act – activates the Rab9 promoter | Potency, µM (doses to about 9.22 µM), without a hit: top-dose activation, negative = inhibition, most hits filed as activators | Huh7 Rab9 promoter-luciferase reporter, luminescence, 24 h | 2.8% of 320,000 active; also: potency is read from the fitted curve at half-maximal effect; % of control where 0% means no effect; nearly all actives have a fitted effect of over 60% in size
#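 Huh7 cells stably carrying Rab9 promoter–luciferase reporter, plated 1500 cells/well, compound added after 2 h and incubated 24 h at 37 °C; luciferase luminescence then read after 10 min with detection reagent.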
# BRCA1 expr up – BRCA1 expression activation | AID 624202 | MCF7-BRCA1-FFLuc reporter, luminescence, 48 h; response scale: scaled: vehicle 0%, 10 µM genistein 100% | Potency, µM (top dose mostly 46.1 µM), for inactives: at the top dose activation, hits mostly activators | 1.1% of 380,000 active; also: potency is read from the fitted curve at half-maximal effect; nearly all actives have a fitted effect of over 80% in size; some results filed as inactive show a strong effect at the top dose
#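 Activators of BRCA1 expression were detected as increased firefly luciferase luminescence in engineered MCF7 cells after 48 h compound incubation. Signals were scaled to genistein 10 microM as full activation.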
# ELG1 genotox – induces genotoxicity in HEK293T cells with luciferase-tagged ELG1; HEK293T ELG1-luciferase reporter, luminescence, 16 h; AID 504466; Potency, µM (top dose mostly 46 µM), for the others: at the top dose activity change, positive = activation, most hits filed as activators; 1.3% of 330,000 active; also: potency is read from the fitted curve at half-maximal effect; % of control where 0% means no effect; nearly all actives have a fitted effect of over 60% in size
#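 Screening used a luciferase reporter fused to human ELG1 in HEK293T cells. Luminescence was read on a CCD plate imager after 16 hr exposure and 30 min ONE-Glo incubation.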
# p53 reactivation – re-activators of mutant p53; H1299 p53-A138V BP100-luciferase reporter, luminescence, 24 h; Potency, µM (highest dose often 92.2 µM), inactives show at the top dose activity change, positive = activation, most hits filed as activators; 0.063% of 320,000 active; also: potency is read from the fitted curve at half-maximal effect; % of control where 0% means no effect; nearly all actives have a fitted effect of over 45% in size
#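 p53-null H1299 cells stably carrying temperature-sensitive p53-A138V and a BP100-luciferase reporter were pinned with compounds (4-point, 1:5 series) and held 24 hrs at 37 deg C. Luminescence was read 10 min after detection reagent.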
# Gal4-VP16 FLuc – counter-screen for ROR gamma inhibitors: Gal4-VP16 reporter; AID 2546; Potency, µM (top dose mostly 53.6 µM), for the others: at the highest dose activity, negative = inhibition, actives largely listed as inhibitors; 3.5% of 310,000 active; Drosophila S2 Gal4-VP16 UAS-luciferase, luminescence, 20 h;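 also: Gal4-VP16 expression switched on by copper sulfate through the metallothionein promoter; potency is read from the fitted curve at half-maximal effect; % is scaled to controls: 0 for no effect and ±100 for the full control effect; nearly all actives have a fitted effect of over 50% in size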
# ELG1 repair inh – inhibitors of ELG1-dependent DNA repair in HEK293T cells | AID 504467 | HEK293T ELG1-luciferase reporter, luminescence, 16 h; DNA damage induced by 5-fluorouridine | 2.3% of 330,000 active | Potency, µM (top dose mostly 46.1 µM), for inactives: top-dose activity change, negative = inhibition, actives largely listed as inhibitors; also: potency is read from the fitted curve at half-maximal effect; % is scaled to controls: 0 for no effect and ±100 for the full control effect; nearly all actives have a fitted effect of over 55% in size
#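 In this reporter screen, reduction of luminescence relative to DMSO vehicle indicated activity. Compounds and 5-fluorouridine were added together to 2,000 cells per well, incubated for 16 hr at 37 °C, then developed with ONE-Glo.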
# FLuc modulator – inhibits or activates purified firefly luciferase, miR-21 counter-screen; P08659; purified FLuc, Km substrates, luminescence inhibition; Potency, µM (highest dose often 57.5 µM), for the others: at the top dose activity change, negative = inhibition, usual class: inhibitors; 6.9% of 360,000 active; AID 588342;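 also: potency is read from the fitted curve at half-maximal effect; plate controls were vehicle for no effect and reference inhibitor for full effect; nearly all actives have a fitted effect of over 55% in size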
# Target sequence (P08659 whole entry, looked up): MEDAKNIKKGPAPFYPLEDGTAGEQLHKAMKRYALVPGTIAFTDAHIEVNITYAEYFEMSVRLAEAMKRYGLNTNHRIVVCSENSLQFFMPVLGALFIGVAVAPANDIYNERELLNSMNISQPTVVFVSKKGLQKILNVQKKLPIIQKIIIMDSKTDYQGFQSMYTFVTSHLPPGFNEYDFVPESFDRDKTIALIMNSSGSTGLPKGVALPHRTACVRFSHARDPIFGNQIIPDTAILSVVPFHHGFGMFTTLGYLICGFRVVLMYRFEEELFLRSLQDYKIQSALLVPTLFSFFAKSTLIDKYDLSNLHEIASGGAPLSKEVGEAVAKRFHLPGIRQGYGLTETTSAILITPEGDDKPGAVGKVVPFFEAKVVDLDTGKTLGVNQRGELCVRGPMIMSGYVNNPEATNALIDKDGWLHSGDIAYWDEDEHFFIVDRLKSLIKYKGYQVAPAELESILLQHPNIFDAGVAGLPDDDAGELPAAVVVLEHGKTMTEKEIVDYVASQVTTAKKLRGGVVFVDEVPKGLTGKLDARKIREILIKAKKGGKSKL
#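 Purified P. pyralis luciferase, 10 nM final, with Km-level 10 uM D-luciferin and 10 uM ATP in 50 mM Tris acetate pH 7.5, 10 mM Mg acetate, 0.01% Tween-20, 0.05% BSA; 6-point qHTS titration about 60 µM downward; luminescence read.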
# * hit, by the source's call; u = inconclusive; x = no result given; [ ] = dose if it differs, or a comment. Unless noted, calls follow the shape of the dose curve; as a rule, active = well fitted curve in the direction sought with a large enough effect; inconclusive = small, poorly fitted or top-dose-only effect, or another doubt; inactive = no such curve, though single readings can be large; an effect the other way counts as inactive or inconclusive. Rows were taken by chance; 15% or so of the library scored in one or more.
SMILES,Tb PFK block,NPC1 promoter act,RORg inh,TRPV1 ag,Rab9 promoter act,BRCA1 expr up,ELG1 genotox,p53 reactivation,Gal4-VP16 FLuc,ELG1 repair inh,FLuc modulator
CC1CCCC(NCC(O)COC(c2ccc(F)cc2)c2ccc(F)cc2)C1C (centres undefined),-2%,-9%,u,4,-7%,-98%[inhibitor],-7%,-9%,-6%,-24%,1%
COc1cc([C@@H]2CC=C(C(=O)O)[C@H](c3ccccc3)N2S(=O)(=O)c2ccc(C)cc2)cc(OC)c1OC,0%,-1%,x,-1,-3%,1%,0%,6%,x,8%,-1%
CN1c2ccsc2C(O)=C(C(=S)Nc2ccccc2)S1(=O)=O,2%,-4%,10µM*,-1,0%,-38%,-3%,-6%,u,-4%,u
COc1ccc(N2CCN(C3CCCN(C(=O)CCN4CCCCO4)C3)CC2)cc1 (centres undefined),0%,-1%,-3%,3,-7%,2%,0%,12%,1%,1%,7%
COC(=O)c1sc(-c2ccccc2)cc1NC(C)=O,-2%,-1%,23%,13,2%,25%,0%,-1%,5%,-21%,u
CS(=O)(=O)N1CCN(C(=O)c2ccccc2)C1,-12%,0%,8%,0,-1%,-18%,0%,9%,-3%,0%,0%
O=C1CN(C(=O)COC(=O)c2cccc(OCc3ccccc3)c2)c2ccccc2N1,-3%,11%,-6%,3,14%,u,1%,u,4%,u,-19%
CCc1ccc(OCCNC(=O)OCc2ccccc2)cc1,2%,-3%,43%,u,-3%,-19%,-1%,12%,-5%,11%,-6%
O=C(Nc1ccccc1C(F)(F)F)C1CCCC1,-5%,1%,-4%,2,-4%,-3%,0%,0%,6%,-1%,3%
CC(CNS(=O)(=O)c1ccc(Cl)cc1)n1cncn1 (centres undefined),2%,2%,1%,0,-3%,0%,-2%,0%,4%,-2%,2%
O=C(Nc1scc(-c2ccccc2)c1C(=O)O)c1ccccc1Cl,0%,-3%,1%,-3,1%,83%,1%,10%,-9%,0%,u
N#Cc1cccc(NC(=O)c2nc(-c3ccccc3)n(-c3ccccc3)n2)c1,-2%,-4%,46%,14,2%,-56%,-15%,-4%,-4%,u,2%
CC(C)(C)OC(=O)N1CCCC1C(=O)N1CCCC1C(=O)N1CCCC1C(=O)O (centres undefined),7%,0%,-9%,-1,1%,-9%,2%,u,7%,14%,5%
C#CCOCCOCCOCCNc1nc(N2CCN(C(=O)[C@H]([C@@H](C)CC)n3cc(CCCCN)nn3)CC2)nc(N2CCN(C(=O)[C@H]([C@@H](C)CC)n3cc(CCCN=C(N)N)nn3)CC2)n1,-20%,-2%,x,-4,9%,10%,1%,-2%,x,u,5%
CC(=O)c1cccc(N(C(=O)CNC(=O)c2ccco2)C(C(=O)NC2CCCC2)c2ccc(C)o2)c1 (centres undefined),0%,0%,-5%,1,0%,3%,-5%,-4%,-2%,-1%,0%
Cc1cccc(N2CCN(C(=O)c3cc4c(=O)n(C)c5ccccc5c4n3C)CC2C)c1 (centres undefined),3%,-1%,-2%,2,-2%,-57%,-12%,-2%,4%,15µM*,-2%
O=C(NCc1ccccc1)/C(=C/c1ccc(OC(F)F)cc1)c1ccccc1,0%,-2%,u,27,-1%,-47%,-3%,-9%,u,u,-1%
CCn1c(=O)[nH]c(=O)c2c(N)c(C(=O)c3cc(F)ccc3F)sc21,-1%,0%,5%,7,-3%,-18%,7%,-3%,-22%,-6%,-1%
O=C(c1cc2c(s1)CCCCC2)N1CCN(c2ncccn2)CC1,-15%,8%,41%,u,10%,44%,2%,13%,10%,19%,-2%[2.3 µM]
CCn1c(SCc2ccccc2Cl)nc2nc3c(cc2c1=O)CCCC3,0%,-3%,11µM*,25,-9%,-62%,-1%,9%,u,u,6%
CCOc1cc(/C=C2\SC(=S)N(N3CCOCC3)C2=O)ccc1O,-1%,-4%,6%,3,-1%,14%,5%,-5%,-6%,-3%,2%
CSc1ccccc1N=Cc1nc(-c2ccccc2)oc1O,0%,1%,6%,u,-4%,-33%,u,15%,-2%,12%,9.5µM*
O=C1NC(c2cccs2)C(C(=O)c2ccccc2)C(O)(C(F)(F)F)N1 (centres undefined),-3%,-2%,-14%,0,11%,2%,2%,4%,-4%,-6%,-1%
C=CCc1c(C)nc(-c2ccccc2)nc1N/N=C/c1ccccc1,0%,0%,-98%,18,-3%,24%,1%,u,u,u,9.5µM*
Cc1nnc2sc(SCc3ccc(Br)cc3)nn2c1=O,0%,-4%,-6%,2,2%,-9%,7%,-6%,-5%,17%,1%

# The list goes on; it opens with the 4 that closed the last part.
SMILES,Tb PFK block,NPC1 promoter act,RORg inh,TRPV1 ag,Rab9 promoter act,BRCA1 expr up,ELG1 genotox,p53 reactivation,Gal4-VP16 FLuc,ELG1 repair inh,FLuc modulator
CSc1ccccc1N=Cc1nc(-c2ccccc2)oc1O,0%,1%,6%,u,-4%,-33%,u,15%,-2%,12%,9.5µM*
O=C1NC(c2cccs2)C(C(=O)c2ccccc2)C(O)(C(F)(F)F)N1 (centres undefined),-3%,-2%,-14%,0,11%,2%,2%,4%,-4%,-6%,-1%
C=CCc1c(C)nc(-c2ccccc2)nc1N/N=C/c1ccccc1,0%,0%,-98%,18,-3%,24%,1%,u,u,u,9.5µM*
Cc1nnc2sc(SCc3ccc(Br)cc3)nn2c1=O,0%,-4%,-6%,2,2%,-9%,7%,-6%,-5%,17%,1%
Cc1nc(N)nc(Cl)c1Cc1ccc(Cl)cc1,1%,-2%,1%,-4,-7%,12%,0%,-4%,0%,8%,24%
CN(c1ccccc1)S(=O)(=O)c1ccc(NC(=O)c2cccs2)cc1,-2%,-4%,17%,u,2%,17%,-2%,11%,-6%,-3%,-2%
COC(=O)c1sc2cnccc2c1N,2%,3%,-19%,1,2%,57%,-14%,-2%,4%,u,-14%
CCOC(=O)c1[nH]c2ccc(OC)cc2c1NC(=O)CCN1CCCC(C)C1 (centres undefined),5%,0%,-5%,0,3%,5%,0%,-4%,-9%,-3%,-1%
COc1ccc(C(CNC(=O)Cc2cc(OC)c(OC)c(OC)c2)N2CCCC2)cc1 (centres undefined),-2%,-1%,-5%,-1,5%,0%,-2%,-13%,-8%,-3%,7%
Cc1ccc(-c2cn3cccnc3n2)cc1,3%,2.8µM*,14%,17,u,122%,-16%,23%,-4%[10 µM],u,15µM*
COc1ccc2nc(C)cc(Nc3ccc(C(=O)O)cc3)c2c1,-4%,0%,-1%,-5,1%[1.84 µM],3%,0%,3%,3%,16%,-1%
c1ccc2cc(CCCc3cc4ccccc4cn3)ncc2c1,0%,0%,x,u,-2%,6%,1%,10%,x,16%,u
CCn1c(NC(=O)c2ccc(F)cc2)c2ccccc2nc1=O,0%,-5%,-28%,4,0%,-6%,0%,-2%,-14%,u,5%
Cc1ccc2nc(SCC(=O)NCCc3ccccc3)nc(=O)n2c1,-9%,-1%,x,-2,-5%,0%,1%,5%,x,-3%,2%
CC(=O)c1cccc(NC(=O)CCS(=O)(=O)c2cccc3nonc23)c1,2%,-3%,-24%,2,-2%,17%,0%,2%,17%,13%,5%
Cc1cc(C)nc(SCC(=O)NCC2COc3ccccc3O2)n1 (centres undefined),1%,-5%,x,2,0%,-2%,-1%,-6%,x,10%,5%
O=C(NCCCc1ccncc1)C1CCC(=O)N(Cc2cccc(C(F)(F)F)c2)C1 (centres undefined),0%,0%,9%,2,-5%,-4%,-1%,-4%,1%,-2%,0%
COC(=O)Cc1c(O)ccn(CCc2c[nH]c3ccccc23)c1=O,1%,-2%,2%,-1,-11%,-2%,2%,1%,-1%,u,-3%
O=C1NC(=S)S/C1=C\c1ccc2ccccc2c1,1%,30%,-13%,-2,u,u,12%,u,2%,u,9.5µM*
O=C(c1cccc2ccccc12)C1CCCN(C(=O)CCCn2cncn2)C1 (centres undefined),2%,-3%,-5%,4,0%,1%,-8%,14%,4%,7%,-4%
COc1ccc2c(c1)c(=O)oc1cc(OC(C(=O)O)c3ccccc3)ccc12 (centres undefined),4%,-5%,9%,2,11%,-22%,0%,-6%,-7%,8%,u
CC(C)(C)S(=O)(=O)c1cnc2c(-c3ccc(F)cc3)cnn2c1N,0%,u,4.5µM*,-5,u,45%,10%,-12%,-4%,21%,0%
CCC(Sc1ccc2nnc(-c3ccc(F)cc3)n2n1)C(=O)O (centres undefined),2%,-3%,-17%,x,6%,-1%,1%,-5%,0%,-1%,1%

# Assay outcomes as filed in PubChem.
